PhoP GFP inhibition: Inhibition of PhoP regulon, Salmonella typhi GFP reporter cells, confirmation, 4 h (AID 1850) | Salmonella Typhi PhoP-promoter GFP reporter, fluorescence, 4 h; higher % means a stronger effect | hit rate 0.33% among 310,000 | one-dose inhibition, % at 50 µM; IC50 in µM for titrated hits; in the data active = a potency from the dose series; inconclusive = inhibition mostly from about 25% at the one dose, without a potency; inactive = the rest, 99 in 100 with inhibition below about 19%;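 note: 0% = induced wells with vehicle and 100% = uninduced wells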
H37Rv inhibition: M. tuberculosis growth inhibition, HTS (AID 449762); one-dose inhibition, % at 25 µM; IC50 in µM for titrated hits; M. tuberculosis H37Rv growth inhibition, 7H9 media; higher % means a stronger effect; hit rate 0.59% among 330,000; in the data active = a potency from the dose series; inconclusive = inhibition above about 70% without an active follow-up result;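 note: bacterial growth assessed after seven days of incubation; strong numbers were not always called active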
influenza NS1A: H1N1 influenza NS1A inhibitors, functional cell based assay (AID 504329); NS1A functional cell-based assay, percent inhibition; higher % means a stronger effect; one-dose inhibition, % at 12.5 µM; IC50 in µM for titrated hits; hit rate 0.3% among 340,000; in the data active = a potency from the dose series; inconclusive = inhibition above about 27% without an active follow-up result; note: strong numbers were not always called active
tuberculosis growth: growth inhibition of non-replicating M. tuberculosis (AID 488890). Mycobacterium tuberculosis non-replicating, growth inhibition; higher % means a stronger effect. inhibition, % at 25 µM, or IC50 in µM where a hit was titrated. hit rate 0.39% among 320,000; in the data active = a potency from the dose series; inconclusive = inhibition mostly from about 82% at the one dose, without a potency; inactive = the rest, 99 in 100 with inhibition below about 76%;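 note: plate controls were DMSO cells for no effect and high antibiotic wells for full effect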
VEEV TC-83 Vero: inhibitors of VEEV TC-83 cytopathic effect, confirmation, Vero cells (AID 588727); inhibition, % at 20 µM; hits with a dose series show IC50 in µM; Vero cells, VEEV TC-83 cytopathic effect inhibition; higher % means a stronger effect; hit rate 0.13% among 350,000; in the data active = a potency from the dose series; inconclusive = inhibition mostly from about 14% at the one dose, without a potency; inactive = the rest, 99 in 100 with inhibition below about 12%; note: strong numbers were not always called active
VEEV TC-83 Vero 10K pilot screen: second read-out of VEEV TC-83 Vero, no call of its own (marks repeat the call); inhibition, %; measured here: 10K pilot screen inhibition
* marks the source's active call; other numbers are inactive results; i = inactive; ? = inconclusive; / = not tested or not shown; & = joins results of further samples.

SMILES	PhoP GFP inhibition	H37Rv inhibition	influenza NS1A	tuberculosis growth	VEEV TC-83 Vero	others
COc1ccc(S(=O)(=O)n2nc(OC(C)=O)cc2N(C(C)=O)C(C)=O)cc1	7.5%	3.3%	3.8%	-14.6%	0.3%
CC(Cc1ccccc1)NC(=O)C1CCCNC1=O (stereo not given)	3.4%	3.2%	-8.4%	4.7%	i
CCN(CC)S(=O)(=O)c1ccc(Cl)c(C(=O)NC2CCN(Cc3ccccc3)CC2)c1	-1.8%	4.2%	-0.6%	6.8%	i
CCn1c(CNC(=O)c2ccco2)nnc1SCC(=O)Nc1cccc(F)c1	-3.3%	-1.6%	10.0%	-15.2%	0.1%
CC1CCCCN1C(=O)COC(=O)c1cc(Cl)c2c(c1)OCO2 (stereo not given)	/	/	-8.8%	/	1.4%
O=C(O)COCC(=O)Nc1ccccc1-c1ccccc1	-3.0%	9.6%	-27.8%	-0.8%	1.1%
N#CC1=C(N)OC2=C(C(=O)CCC2)C1C1CC=CCC1 (stereo not given)	-4.4%	-2.8%	-6.0%	-22.3%	0.3%
Cc1c(NC(=O)C(C)OC(=O)CC2CC3CCC2C3)c(=O)n(-c2ccccc2)n1C (stereo not given)	5.5%	0.1%	4.2%	7.4%	0.1%
c1coc(-c2ccnc3ncnn23)c1	-4.8%	1.4%	1.3%	-22.6%	0.4%
CC(=O)c1sc2nsc(SCCN3CCCC3)c2c1N	3.9%	2.5%	-17.1%	14.3%	0.1%
COC(=O)c1sccc1NC(=O)c1c(Cl)cnn1C	1.2%	-4.7%	-9.6%	12.6%	1.3%
COCCCNC(=O)CSc1nc2ccccc2c(=O)n1CCc1ccc(S(N)(=O)=O)cc1	-9.1%	0.0%	18.6%	6.9%	8.0%
COc1ccccc1C(=O)c1ccccc1C(=O)c1ccccc1	/	/	6.4%	/	i
Cc1cc(S(=O)(=O)Nc2c(C)nn(C)c2C)c(Cl)cc1Cl	-3.1%	2.3%	7.2%	-15.4%	0.1%
O=C(NC1CCCC1)c1ccc(Br)o1	-4.0%	0.2%	-4.8%	1.9%	2.7%	VEEV TC-83 Vero 10K pilot screen=0.7
Cc1nn(-c2nnc(NCc3ccccc3)nn2)c(C)c1Br	3.1%	11.2%	17.4%	20.8%	3.6%
O=C(N/N=C\c1cccnc1)c1cc(-c2ccccc2)nc2c(Cl)cccc12	-8.9%	-7.9%	-7.5%	9.9%	8.7%
O=C(OCc1ccc(O)cc1)c1c(-c2ccsc2)oc2ccc(N3CCOCC3)cc12	6.3%	-0.9%	0.1%	3.7%	1.7%	VEEV TC-83 Vero 10K pilot screen=7.3
Cc1nnc2n(C)c(=O)c3c4c(sc3n12)COC(C)(C)C4	2.7%	2.6%	13.0%	-5.6%	0.6%
Cc1ccccc1C(=O)O	/	-6.6%	2.8%	-8.0%	1.8%
O=C(c1cc(C(=O)N2CCOCC2)c2nc3ccccc3n2c1)c1cc(Cl)cc(Cl)c1O	6.2%	7.2%	-28.0%	39.2%	8.6%
CCOC(=O)N1CCC(N2CCCC(C(=O)c3cccc(OC)c3)C2)CC1 (stereo not given)	3.7%	-12.6%	9.5%	8.6%	i
Cc1cccc(N/C(N)=N/c2nc(C)c(Cc3ccccc3)c(=O)[nH]2)c1	2.8%	1.0%	-1.2%	-1.7%	i
NC(=O)C1CCN(C(=O)CN2CCCc3ccccc32)CC1	-0.7%	-3.6%	-1.9%	-3.2%	0.3%
Cc1ccc(C)n1-n1c(C)nc2scc(-c3ccccc3)c2c1=O	-1.6%	10.1%	-3.5%	8.3%	5.9%
O=c1cc(CSc2nnc(COc3ccccc3)o2)c2ccccc2[nH]1	-1.6%	9.5%	6.7%	-3.9%	6.4%
Cc1sc(N(C(=O)CCc2ccccc2)c2ccc(C(=O)O)cc2)nc1-c1ccccc1	5.2%	4.5%	-4.2%	23.4%	6.9%
C[C@@]12C(=O)Nc3ccc(Br)cc3C(=O)N1[C@H]1c3ccccc3OC[C@@H]1[C@@H]2c1ccccc1	/	?	1.4%	?	4.1%
Cc1cc(C)cc(NC(=O)COC(=O)c2cc(=O)[nH]c(=O)[nH]2)c1	-8.9%	5.3%	2.6%	36.5%	1.2%
CC(=O)N(C(C)=O)c1nc(-c2ccccc2)cn1/N=C/c1ccccc1	-5.1%	50.4%	-16.0%	45.7%	0.5%
COc1ccc(C(C(=O)NC(C)(C)C)N(C(=O)CNC(=O)c2cccs2)c2ccc(C(C)C)cc2)cc1OC (stereo not given)	-1.8%	0.1%	-7.6%	16.9%	i
CCn1c(NC(=O)c2ccco2)c(-c2ccccc2Cl)c(=O)c2ccccc21	4.7%	-11.0%	-19.3%	-4.5%	0.0%
CCOC(=O)C1=C(c2ccccc2)Nc2ncnn2C1c1cc(OC)ccc1OC (stereo not given)	-0.3%&-1.4%	-10.5%	2.8%	7.3%	i
CCn1c(SCc2ccc(C)cc2)nnc1-c1nn(-c2ccccc2)ccc1=O	0.8%	-6.5%	-3.7%	62.4%	5.7%
Cc1cccc(OCC(=O)NCCNC(=O)c2cnccn2)c1	11.1%	7.8%	3.4%	-0.8%	1.4%
COc1cc(CCC(=O)Nc2ccc(C)c(S(=O)(=O)N3CCCCCC3)c2)cc(OC)c1OC	/	-5.5%	-2.1%	24.5%	6.7%
Cc1ccc(C(O)c2cccnc2)o1 (stereo not given)	15.8%	-2.5%	-3.7%	-3.2%	1.3%
CC(NC(=O)CCOc1ccccc1)c1ccccc1 (stereo not given)	-4.2%	4.8%	-7.6%	26.1%	6.3%
CCCC(C)NC(=O)CN(c1ccc2c(c1)OCCO2)S(=O)(=O)c1ccccc1 (stereo not given)	-4.2%	3.7%	17.4%	9.7%	0.3%
COc1ccc(-c2c(=O)n(OC)c3ccccc3[n+]2[O-])cc1OC	0.5%	10.6%	1.9%	-17.8%	3.3%
CC(C)C(=O)Nc1ncc(Cc2ccccc2Cl)s1	5.1%	-0.6%	-10.3%	4.2%	1.0%
Cc1ccc(-c2cc(C(=O)NCCCn3ccnc3)c3ccccc3n2)s1	-2.0%	12.4%	-1.2%	59.8%	10.3%
COc1ccc(C2=CC(c3ccc(C)cc3)n3nnnc3N2)cc1 (stereo not given)	-3.4%	-11.9%	18.8%	31.9%	1.0%
N/C(=N\OC(=O)c1ccccc1Cl)c1ccccn1	1.0%	0.4%	2.1%	-4.0%	0.9%
CCCC1=NN(C(=O)Cc2ccc(OC)c(OC)c2)C(O)(C(F)(F)F)C1 (stereo not given)	15.6%	-2.0%	-3.6%	39.1%	0.6%
CCOC(=O)c1cn(CC(=O)Nc2ccc(C(C)C)cc2)nn1	-1.5%	4.6%	-3.2%	15.2%	1.8%
CC(=O)Nc1ccc(-n2c(C)ccc2C)cc1	1.9%	-7.0%	0.7%	17.2%	1.8%
CCc1ccc(OCC(=O)NNC(=O)c2cnccn2)c(Br)c1	-4.4%	?	-2.5%	4.69µM*	8.6%

Three entries from above, sorted by molecular weight, lowest first.
SMILES	PhoP GFP inhibition	H37Rv inhibition	influenza NS1A	tuberculosis growth	VEEV TC-83 Vero	others
CC(=O)Nc1ccc(-n2c(C)ccc2C)cc1	1.9%	-7.0%	0.7%	17.2%	1.8%
N/C(=N\OC(=O)c1ccccc1Cl)c1ccccn1	1.0%	0.4%	2.1%	-4.0%	0.9%
CCc1ccc(OCC(=O)NNC(=O)c2cnccn2)c(Br)c1	-4.4%	?	-2.5%	4.69µM*	8.6%

Carrying on:
SMILES	PhoP GFP inhibition	H37Rv inhibition	influenza NS1A	tuberculosis growth	VEEV TC-83 Vero	others
CCN(CC)c1ccc(/C=N/Nc2nc(C)cc(=O)[nH]2)cc1	-0.4%	4.7%	6.9%	14.8%	2.3%
O=C(CC1C(=O)NCCN1Cc1c(F)cccc1Cl)NCCC1=CCCCC1 (stereo not given)	0.9%	-1.7%	-30.0%	12.9%	3.0%
CC1CCCCN1S(=O)(=O)c1ccc2c(c1)C(C)(C)C(=O)N2C (stereo not given)	-10.5%	-6.1%	6.5%	-5.0%	0.2%
CC12CCC(C(=O)O)(c3nc4cc([N+](=O)[O-])ccc4nc31)C2(C)C (stereo not given)	2.2%	2.5%	10.2%	2.5%	1.1%
C[C@@H]1C=C[C@](Cc2ccccc2)(C(=O)NCCc2c[nH]c3ccccc23)N1C(=O)c1ccccc1	-2.0%	-6.3%	-4.4%	39.2%	5.7%
CC1(C)CC(=O)C2=C(C1)N(c1ccc(F)cc1)C(=O)C2(NC(=O)c1ccccc1)C(F)(F)F (stereo not given)	-6.5%	4.6%	/	-4.2%	/
Cc1ccc(C)c(S(=O)(=O)N2CCCC2CNC(=O)c2ccc([N+](=O)[O-])cc2)c1 (stereo not given)	-3.2%	4.0%	5.7%	26.3%	5.6%
CC(=O)N1c2ccc(S(=O)(=O)N3CCOCC3)cc2CC1C (stereo not given)	-0.4%	0.8%	8.9%	-1.2%	0.1%
COc1ccc(Cl)cc1C(=O)NCC#N	-12.6%	2.7%	1.5%	3.7%	3.7%
O=c1cc(CO)oc(CN2CCN(c3cccc(C(F)(F)F)c3)CC2)c1O	0.1%	-0.6%	-4.5%	-10.0%	0.8%
COc1ccc(C2(C(=O)Nc3ccc(C)c(C)c3)CCOCC2)cc1	-2.9%	8.6%	-5.7%	-7.2%	3.1%
CCc1ccccc1NNC(=O)c1snnc1C	1.9%	2.1%	/	-7.8%	i
COc1ccc(OCCNS(=O)(=O)c2ccccc2)cc1	10.4%	-0.5%	0.4%	11.2%	0.3%
C[C@H](NC(=O)OCc1ccccc1)c1nnc([C@H](Cc2ccccc2)NC(=O)OC(C)(C)C)o1	12.5%	4.0%	11.2%	3.8%	i
COC(=O)C1CCN(C(=O)c2cc(S(=O)(=O)N3CCCCC3)ccc2Cl)CC1	/	-12.4%	-4.6%	-12.7%	0.5%
CCc1ccc(NC(=O)c2ccc3c(=O)n4c(nc3c2)CCCCC4)cc1	4.5%	?	4.3%	66.8%	6.3%
Cn1ncc(N)c1C(=O)Nc1cccc(C(F)(F)F)c1	-2.8%	-1.1%	1.8%	-0.1%	3.7%
CC(=O)N1CCN(c2ccccc2NC(=O)c2ccc(-c3cccc([N+](=O)[O-])c3)o2)CC1	-7.7%	-1.1%	1.8%	0.8%	7.7%
CC1(C)CC(=O)C([N+](=O)[O-])=C(NCCCO)C1	-12.3%	0.0%	-1.2%	3.4%	i
Cc1ccc(NC(=O)CSc2nnc(-c3cc(C)[nH]n3)n2N)cc1	12.7%	9.6%	7.8%	26.2%	3.5%
CCn1c2ccccc2c2nc3ccccc3nc21	16.4%	17.1%	-24.7%	?	2.1%
Cc1ccccc1NC(=O)CCC(=O)OCC(=O)c1ccc(-c2ccccc2)cc1	-16.1%	-7.5%	3.1%	5.0%	i
COC(=O)CSc1nnc(-c2ccoc2C)n1-c1ccc(OC)cc1	-7.3%	-5.8%	10.1%	58.9%	0.6%	VEEV TC-83 Vero 10K pilot screen=0.1
Cc1ccccc1C(=O)NC(CC(C)C)C(=O)OCC(=O)c1c(N)n(C)c(=O)n(C)c1=O (stereo not given)	-8.1%	-6.3%	1.5%	3.4%	i
CCN(CC)CCNCC(=O)N1c2ccccc2CCc2ccc(NC(=O)OC)cc21	5.7%	-3.3%	0.5%	4.3%	i
CCOC(=O)N1CCN(C(=S)Nc2ccccc2C(C)C)CC1	-0.6%	0.7%	-12.2%	-2.0%	i
CCOC(=O)N1CCC(N2CCN(Cc3ccc(F)c(F)c3)C(CCO)C2)CC1 (stereo not given)	-6.6%	-1.9%	4.0%	-6.1%	0.2%
COc1ccc(CN2CC(C(N)=O)Oc3ccccc32)cc1F (stereo not given)	-14.6%	-0.5%	12.3%	6.4%	0.9%
O=C1Nc2ccccc2OC1CC(=O)N1CCCC1 (stereo not given)	-13.3%	-6.0%	-1.6%	4.9%	1.3%
CCN(C(=O)CSc1nc2ccc(Cl)cc2[nH]1)C1CCS(=O)(=O)C1 (stereo not given)	/	-1.5%	-26.0%	2.9%	1.7%
[O-]/C(=C(\C(=S)NCc1ccc2c(c1)OCO2)[n+]1ccccc1)c1ccc(Cl)s1	7.5%	5.3%	11.1%	17.5%	0.5%

Fetched by compound from the list above, 2 records:
SMILES	PhoP GFP inhibition	H37Rv inhibition	influenza NS1A	tuberculosis growth	VEEV TC-83 Vero	others
O=C1Nc2ccccc2OC1CC(=O)N1CCCC1 (stereo not given)	-13.3%	-6.0%	-1.6%	4.9%	1.3%
CCOC(=O)N1CCC(N2CCN(Cc3ccc(F)c(F)c3)C(CCO)C2)CC1 (stereo not given)	-6.6%	-1.9%	4.0%	-6.1%	0.2%

Screening data (PubChem BioAssay)
